Screening results as filed in PubChem BioAssay.
IEC-6 cytotox = cytotoxicity in IEC-6 intestinal epithelial cells, primary screen, cytotoxicity control for KLF5 inhibitor project, cell-based, luminescence. IEC-6 cytotoxicity, luminescence viability. inhibition, % at 5 µM. actives 0.78% (n = 290,000); in the data active = inhibition above about 22%;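 also: 0% = plate median of test compound wells and 100% = cytotoxic reference compound wells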
KLF5 inhibitor = KLF5 expression inhibitors, primary screen, DLD-1 cells, luminescence; inhibition, % at 5 µM; DLD-1 KLF5 promoter-luciferase reporter; AID 1700, 2009; actives 0.23% (n = 290,000);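 active = inhibition above a per-plate limit of that plate's mean compound inhibition plus 3 SD, cut at about 60% in these data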;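 also: 0% = DMSO wells and 100% = LY294002 at 200 µM; higher means less KLF5 promoter-driven luciferase light; inactives centre near -14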
aSyn UTR inh = MLPCN primary screen, SNCA 5' untranslated region. alpha-synuclein 5'UTR reporter, inhibitor activity. inhibition, % (tested at 7.5 µM). actives 0.82% (n = 300,000). AID 1813, 2009; in the data active = inhibition above about 60%;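 also: H4 neuroglioblastoma cells stably carrying SNCA 5'UTR luciferase fusion; 0% = DMSO wells and 100% = positive control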
HIF activator = HIF pathway transcriptional activators, primary screen, cell-based, U2OS HRE-luciferase, luminescence; U2OS HRE-luciferase reporter; normalized: DMSO 0%, desferrioxamine 100%; activation, % at 7.5 µM (by protocol); actives 0.32% (n = 300,000); AID 1910, 2009;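 active = mean activation of at least 10% of the iron chelator positive control signal, with at least half of replicates also reaching 10%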
AI-2 QS mod = Vibrio harveyi AI-2 quorum sensing modulators, primary screen, JMH597 strain, luminescence/OD600 ratio; activity change, % at 7.5 µM; Vibrio harveyi JMH597 AI-2 luminescence/OD600 ratio, 9 h; active compounds read low; strain lacks LuxN and CqsS sensors; 0 = neutral-control median; actives 0.4% (n = 300,000); AID 2094, 2009; in the data active = activity change below about -75%, passing the limit was not always enough;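 also: luminescence divided by OD600 gain over 9 h not by final OD600 alone; inactives centre near 13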
HSF1 inh = HSF1 inhibitors in luciferase reporter cells, primary screen, cell-based, NIH3T3, luminescence; NIH3T3-HGL HSE-luciferase, MG132-induced, luminescence 8 h; active compounds read low; actives 0.77% (n = 300,000); AID 2098, 2009; activity change, negative = inhibition, % at 7.5 µM (by protocol);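 active = more than half of replicate wells show activity change below -50%, luminescence cut by over half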;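 also: luciferase reports HSF-1 transcriptional activity via heat shock element; 0% = median of DMSO wells and -100% = zero luminescence signal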
HSP90 refold inh = HSP90 inhibitors, primary screen, cell lysate, luminescence | Heat shock protein HSP 90 (rabbit reticulocyte lysate; luciferase refolding) | Rabbit reticulocyte lysate, luciferase refolding luminescence, 3 h | inhibition, % at 5.6 µM | actives 0.91% (n = 290,000) | AID 1789, 2009;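 active = inhibition above the screen-wide mean plus 3 SD, computed separately per campaign, cut at about 16% in these data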;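 also: 0% = DMSO wells and 100% = 60 µM geldanamycin wells; inhibitors lower the luminescence because luciferase stays unfolded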
HSF1 activator = HSF-1 activators, primary screen, NIH3T3-HGL cells, MG132 stress, luminescence, single point. NIH3T3-HGL HSF-1 luciferase reporter, 8 h; 100% = twice DMSO control signal. activation, % at 9 µM. actives 1.7% (n = 300,000);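 active = mean replicate activation of at least 50% with a set share of replicates each reaching 50%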;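 also: 0% = median of the neutral control wells and 100% = twice that signal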
HDAC3 inh = HDAC3 deacetylase inhibitors, primary screen, biochemical, fluorescence, cell-free homogeneous; Histone deacetylase 3 (Homo sapiens), O15379; recombinant HDAC3, fluorogenic peptide/trypsin coupled; inhibition, % at 8.3 µM; actives 0.15% (n = 320,000); AID 2718, 2010; in the data active = inhibition above about 26%, passing the limit was not always enough
Target sequence (O15379 whole entry, looked up): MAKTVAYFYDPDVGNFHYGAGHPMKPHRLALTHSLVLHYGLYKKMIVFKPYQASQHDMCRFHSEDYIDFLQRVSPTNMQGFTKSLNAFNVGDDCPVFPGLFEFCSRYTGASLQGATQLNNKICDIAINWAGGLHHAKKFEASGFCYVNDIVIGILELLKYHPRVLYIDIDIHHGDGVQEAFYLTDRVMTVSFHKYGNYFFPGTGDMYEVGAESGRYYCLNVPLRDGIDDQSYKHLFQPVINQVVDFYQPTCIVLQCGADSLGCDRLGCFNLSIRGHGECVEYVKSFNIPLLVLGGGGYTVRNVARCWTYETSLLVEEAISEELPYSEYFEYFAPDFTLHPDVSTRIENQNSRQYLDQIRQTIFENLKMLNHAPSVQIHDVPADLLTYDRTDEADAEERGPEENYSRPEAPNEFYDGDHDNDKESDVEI
Platelet DG rel = inhibitors of platelet dense granule secretion, primary screen, cell-based, MLPCN, human platelets; actives 0.22% (n = 300,000); inhibition, %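 (compounds screened at 7.5 µM in platelet-rich plasma)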; human platelet-rich plasma, SFLLRN dense granule ATP release, luminescence;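 active = mean replicate score, as percent of positive control, at or above 50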
* marks the source's active call; other numbers are inactive results; . = not tested or not shown.

nr	Compound	IEC-6 cytotox	KLF5 inhibitor	aSyn UTR inh	HIF activator	AI-2 QS mod
1	COc1cccc(NC(=O)COC(=O)Cc2ccc(Br)cc2)c1	-6	16	9	-0.2	-7
2	Cc1nn(Cc2ccccc2)c(C)c1CCC(=O)O	1	-9	-32	-0.3	36
3	O=C(NNC(=O)C1CCCO1)c1ccc(F)cc1 (centres undefined)	-3	-14	-14	-0.3	12
4	O=C(CSc1nnnn1-c1cccc2c1CCCC2)N1CCOCC1	-3	-14	13	0.0	1
5	CC(=O)OCC1OC(OCc2cn(C[C@H]3CC[C@@H]([C@@H]4CC[C@H](Cn5cc(COC6OC(COC(C)=O)C(OC(C)=O)C(OC(C)=O)C6OC(C)=O)nn5)O4)O3)nn2)C(OC(C)=O)C(OC(C)=O)C1OC(C)=O (some centres undefined)	-2	-33	6	0.1	13
6	O=C(N/N=C/c1ccccc1O)C1(O)c2ccccc2-c2ccccc21	4	7	3	1.2	30
7	Cc1oc(S(=O)(=O)N2CCOCC2)cc1C(=O)Nc1ccc(F)cc1	5	14	3	-0.4	19
8	CC(C)C(=O)Nc1ccc(Cc2ccc(NC(=O)C(C)C)c(O)c2)cc1O	0	-6	-23	0.3	22
9	O=C(C1=C[C@@H](c2ccc(Br)cc2)C[C@@H](OCc2ccc(CO)cc2)O1)N1CCN(Cc2ccccc2)CC1	-9	10	13	-0.5	34
10	CCc1cc2c(=O)c(Oc3ccccc3F)c(C)oc2c(CN(C)C)c1O	2	8	23	-0.7	12
11	COC(=O)c1c(C(=O)OC)c(-c2ccc(C)cc2)n2c1CCC2	2	-26	18	-1.3	20
12	O=S(=O)(NC1c2cccc3cccc(c23)C1Sc1ncccn1)c1ccccc1 (centres undefined)	2	-16	21	-0.3	14
13	Cc1cccc(C(=O)NC(=S)N2CCN(C)CC2)c1	5	-44	-26	0.0	7
14	CCC(C)NC(=O)c1ccc(N2CCC3(CC2)OCCO3)c([N+](=O)[O-])c1 (centres undefined)	-2	-31	-31	0.3	11
15	N#C/C(=C/c1ccc(N2CCOCC2)o1)C(=O)NC1CCCCC1	0	-20	-55	1.0	-17

nr	HSF1 inh	HSP90 refold inh	HSF1 activator	HDAC3 inh	Platelet DG rel
1	7	-2	11	3	0
2	-4	0	-5	.	2
3	-5	-4	-2	-2	17
4	-8	-2	6	2	10
5	-4	-9	-12	-3	-4
6	-10	-1	16	2	-10
7	9	3	1	1	-4
8	-1	2	-1	2	7
9	3	7	-1	13	6
10	-4	-1	-24	-34	-2
11	0	1	-11	3	-1
12	1	-2	18	3	0
13	-8	5	10	2	-3
14	-3	3	-8	-1	12
15	0	1	-8	7	1

The results go on:
nr	Compound	IEC-6 cytotox	KLF5 inhibitor	aSyn UTR inh	HIF activator	AI-2 QS mod
16	CCCCNC(=O)NNC(=O)c1ccco1	5	8	-4	0.6	11
17	c1ccc(Oc2cnc3ccccc3n2)cc1	3	-4	-31	1.4	0
18	CCOC(=O)c1c(CN2CCCCC2)n(C)c2ccc(OC)c(S(=O)(=O)c3ccccc3)c12	-2	-3	-8	-0.3	7
19	CC(=O)c1cccc(NC(=O)C(C)OC(=O)Cc2n[nH]c(=O)c3ccccc23)c1 (centres undefined)	-4	-29	-22	-0.5	26
20	NC(=O)CN1C(=O)C(=O)N(Cc2ccc(F)cc2)C1=O	9	2	-1	-0.2	5
21	COc1ccc(CCNC(=O)CSc2nnc(CNC(=O)c3cc(OC)c(OC)c(OC)c3)o2)cc1OC	-4	-57	1	-0.3	61
22	CCCCOC(=O)N1CCOCCOCCOCC1	-1	-26	-44	-1.0	14
23	O=C(CSc1ccc2nnc(-c3ccccc3)n2n1)NCc1ccco1	2	-6	18	-0.2	10
24	Cc1[nH]c(-c2ccc3c(c2)OCO3)nc1C(=O)O	6	-5	8	-0.2	14
25	CCCc1cc(=O)oc2cc(C)cc(OCC(=O)NCCCN3CCCC3=O)c12	-6	-6	7	-0.4	15
26	O=C(Nc1nnc(C2CC2)o1)c1ccc(S(=O)(=O)N2CCCc3ccccc32)cc1	.	.	63*	-0.1	68
27	CC1(C)CC2CC(C)(CN2C(=O)COC(=O)CNC(=O)c2ccc(Cl)c(Cl)c2)C1 (centres undefined)	-2	0	-15	-0.4	32
28	CCC(CC)=NNc1ccc(S(N)(=O)=O)cc1[N+](=O)[O-]	-2	-18	-1	-0.3	44
29	CCc1nc2sc(C)c(C)c2c(=O)n1CCO	-2	-13	15	-0.1	10
30	CC(C)(C)c1cc(OC(=O)c2ccccc2F)ccc1O	-9	-41	-30	1.4	-86*

nr	HSF1 inh	HSP90 refold inh	HSF1 activator	HDAC3 inh	Platelet DG rel
16	-7	3	1	13	-3
17	-1	5	-4	6	1
18	2	7	2	9	4
19	0	-2	3	12	-7
20	-5	6	-26	2	4
21	11	-1	12	-2	0
22	-12	1	-6	-3	7
23	-3	7	3	-3	-7
24	-1	-1	4	-8	4
25	1	-4	9	-41	25
26	-18	.	-19	6	19
27	13	0	19	1	-1
28	9	0	6	-1	-9
29	-6	3	-10	2	3
30	-1	-1	-5	7	-10

Following part.
nr	Compound	IEC-6 cytotox	KLF5 inhibitor	aSyn UTR inh	HIF activator	AI-2 QS mod
31	CC(=O)c1ccc(NC(=O)CSc2nnc(-c3ccncc3)o2)cc1	.	.	-20	-12	47
32	CC(c1ccccc1)n1c(CO)nc2ccccc21 (centres undefined)	4	0	19	-0.4	24
33	O=C(c1ccc2c(=O)n(-c3ccccc3)c(=S)[nH]c2c1)N1CCCCC1	1	-21	4	-0.4	23
34	CCN(CC(=O)Nc1c(F)cccc1F)C(=O)CSc1nc(C)cc(C)n1	4	1	23	-0.1	11
35	COC(=O)C(CCSC)NC(=O)/C=C/c1ccc(OC)cc1 (centres undefined)	0	3	-12	-0.5	-13
36	COc1ccc(Nc2cc3n(c(=O)n2)CCc2cc(OC)c(OC)cc2-3)cc1	-5	-16	47	-25	13
37	Cc1occc1C(=O)Nc1ccc(S(N)(=O)=O)cc1	0	-10	-4	0.5	9
38	CN(CC(=O)N1CCN(c2ccccc2)CC1)C1CCCc2ccccc21 (centres undefined)	6	0	5	0.0	12
39	CCOc1ccc(Oc2ccc(Cl)cc2NC(=O)CCNC(C)=O)cc1	-3	-45	21	0.7	15
40	C=CCN1CCN(C(=O)c2ccc(-c3ccccc3)cc2)CC1	8	-5	-5	-6.1	25
41	O=C1Nc2ccccc2/C1=N/N=C/c1cccc(O)c1	3	-9	-2	-0.3	37
42	COc1cc(NC(=O)COC(=O)/C=C/c2ccc(Cl)cc2Cl)cc(OC)c1	6	5	-21	-0.3	-2
43	CSc1ncccc1C(=O)Nc1nc2c(C)cccc2s1	-2	-90	-49	0.7	-3
44	O=C1CC(c2ccccc2)N1c1ccccc1 (centres undefined)	2	-55	4	-0.3	22
45	CC(C)Cc1ccc(C(C)C(=O)Nc2ccccc2O)cc1 (centres undefined)	-2	5	-4	-0.1	25

nr	HSF1 inh	HSP90 refold inh	HSF1 activator	HDAC3 inh	Platelet DG rel
31	11	.	6	1	-5
32	-12	1	-32	-11	-1
33	-3	-2	-3	1	5
34	-2	1	-4	-2	-6
35	0	5	28	0	3
36	-16	2	-6	-7	61*
37	4	-1	15	1	-3
38	-4	7	4	3	8
39	2	1	-2	2	0
40	-3	0	-16	-3	0
41	-1	2	-1	.	5
42	-3	-1	4	0	5
43	8	-3	25	20	6
44	4	-2	13	4	-22
45	11	3	2	6	-4

At a glance, part of the list above.
nr	Compound	IEC-6 cytotox	KLF5 inhibitor	aSyn UTR inh	HIF activator	AI-2 QS mod
1	COc1cccc(NC(=O)COC(=O)Cc2ccc(Br)cc2)c1	-6	16	9	-0.2	-7
2	Cc1nn(Cc2ccccc2)c(C)c1CCC(=O)O	1	-9	-32	-0.3	36
3	O=C(NNC(=O)C1CCCO1)c1ccc(F)cc1 (centres undefined)	-3	-14	-14	-0.3	12
4	O=C(CSc1nnnn1-c1cccc2c1CCCC2)N1CCOCC1	-3	-14	13	0.0	1
5	CC(=O)OCC1OC(OCc2cn(C[C@H]3CC[C@@H]([C@@H]4CC[C@H](Cn5cc(COC6OC(COC(C)=O)C(OC(C)=O)C(OC(C)=O)C6OC(C)=O)nn5)O4)O3)nn2)C(OC(C)=O)C(OC(C)=O)C1OC(C)=O (some centres undefined)	-2	-33	6	0.1	13
6	O=C(N/N=C/c1ccccc1O)C1(O)c2ccccc2-c2ccccc21	4	7	3	1.2	30
7	Cc1oc(S(=O)(=O)N2CCOCC2)cc1C(=O)Nc1ccc(F)cc1	5	14	3	-0.4	19
8	CC(C)C(=O)Nc1ccc(Cc2ccc(NC(=O)C(C)C)c(O)c2)cc1O	0	-6	-23	0.3	22
9	O=C(C1=C[C@@H](c2ccc(Br)cc2)C[C@@H](OCc2ccc(CO)cc2)O1)N1CCN(Cc2ccccc2)CC1	-9	10	13	-0.5	34
10	CCc1cc2c(=O)c(Oc3ccccc3F)c(C)oc2c(CN(C)C)c1O	2	8	23	-0.7	12
11	COC(=O)c1c(C(=O)OC)c(-c2ccc(C)cc2)n2c1CCC2	2	-26	18	-1.3	20

nr	HSF1 inh	HSP90 refold inh	HSF1 activator	HDAC3 inh	Platelet DG rel
1	7	-2	11	3	0
2	-4	0	-5	.	2
3	-5	-4	-2	-2	17
4	-8	-2	6	2	10
5	-4	-9	-12	-3	-4
6	-10	-1	16	2	-10
7	9	3	1	1	-4
8	-1	2	-1	2	7
9	3	7	-1	13	6
10	-4	-1	-24	-34	-2
11	0	1	-11	3	-1

More compounds:
nr	Compound	IEC-6 cytotox	KLF5 inhibitor	aSyn UTR inh	HIF activator	AI-2 QS mod
46	CCC(C)NS(=O)(=O)c1ccc(NC(C)=O)cc1 (centres undefined)	5	-4	1	-0.5	5
47	CCn1ncc(Br)c1C(=O)Nc1c(C)nn(Cc2c(F)c(F)c(F)c(F)c2F)c1C	0	-1	.	.	9
48	C=CCn1c(SCCOc2ccc(OC)cc2)nnc1C(CO)NC(=O)c1ccc(OC)cc1 (centres undefined)	-6	-29	17	-0.3	.
49	C/C(=N\NC(=O)c1ccc(Cl)cc1)c1cccc(NC(=O)C(C)C)c1	7	-14	0	-1.3	15
50	O=C(COC(=O)C1CC(=O)N(c2nc(-c3ccccc3)cs2)C1)c1ccccc1 (centres undefined)	0	-33	-3	-0.4	24
51	CCOC(=O)c1c(NC(=O)CN2C(=O)NC3(CCCCC3C)C2=O)sc(C)c1C (centres undefined)	6	-16	22	-0.2	2
52	Cc1cc(C)c2nc(N3CCCC(C(=O)NC4CCCC4)C3)sc2c1 (centres undefined)	1	-121	-90	0.0	14

nr	HSF1 inh	HSP90 refold inh	HSF1 activator	HDAC3 inh	Platelet DG rel
46	-7	2	-8	-2	10
47	.	-2	.	14	.
48	-3	3	12	5	20
49	-7	3	-9	-2	5
50	-2	2	6	8	-5
51	-4	0	-7	3	1
52	-9	1	-9	0	6
